Screening data: PubChem BioAssay, National Center for Advancing Translational Sciences (NCATS)
FBPA coupling cs = inhibits coupling enzyme system, counter-screen for aldolase hits | coupling enzyme system counterscreen, AmpLite Red fluorescence | 290,000 tested, 0.67% active | activity change, negative = inhibition, % at 58.2 µM, hits read low | AID 2472; in the data active = activity change below about -30%; also: % is scaled to controls: 0 for no effect and ±100 for the full control effect
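Coupling enzymes only (glyceraldehyde-3-phosphate) + compound, at 57.5 uM final, 10 min RT; add substrate/coupling/AmpLite Red mix, 20 min RT; fluorescence ex 525/em 598 nm. Actives flag coupling-system interference.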
TSG101-PTAP inh = blocks PTAP/TSG101 interaction to inhibit HIV-1 budding. Q99816. Fluorescence polarization, FITC-PTAP peptide / Tsg101 binding. Potency, µM (doses to about 115 µM), without a hit: at the top dose activity change, negative = inhibition, usual class: inhibitors. 340,000 tested, under 10 active; active = well fitted inhibition curve with a large enough effect in the main read-out, with a control signal flat, not every such curve was filed as active; inconclusive = small, poorly fitted or top-dose-only effect, or effect the other way, or a change in a side signal; inactive = no such curve, though single readings can be large or run the other way; also: potency is read from the fitted curve at half-maximal effect; % of control where 0% means no effect
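FP read-out: FITC-PTAP peptide, 50 nM final, binding Tsg101 binding domain, 10 uM final; 20 min, r.t.; 10 mM HEPES pH 7.5, 0.15 M NaCl, 0.01% Tween 20, 3 mM EDTA, 0.1 mM TCEP.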
Tb PFK block = blocks T. brucei phosphofructokinase; Potency, µM (highest dose often 57.5 µM), for inactives: top-dose activity, negative = inhibition, usual class: inhibitors; 330,000 tested, 0.17% active; O15648; T. brucei PFK, ADP-Glo luminescence;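 also: potency is read from the fitted curve at half-maximal effect; 0% = uninhibited 1x PFK enzyme wells and -100% = no-enzyme wells; nearly all actives have a fitted effect of over 60% in size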
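1.25 nM PFK with 0.5 mM F6P and 0.1 mM ATP in 0.1 M TEA pH 8.0, 5 mM MgCl2, incubated 45 min at room temperature; ADP measured by ADP-Glo luminescence; compounds titrated up to 57 uM.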
Menin MLL FP TR = displaces Texas Red mutant MLL peptide from human menin. AID 1768. 270,000 tested, 0.23% active. Menin + Texas Red MLL mutant peptide, fluorescence polarization. Potency, µM (highest dose often 61.6 µM), for the others: top-dose FP activity change, negative = inhibition, actives largely listed as inhibitors; active = well fitted inhibition curve with a large enough effect in the polarisation, with a control signal flat, not every such curve was filed as active; inconclusive = small, poorly fitted or top-dose-only effect, or effect the other way, or a change in a side signal; inactive = no such curve, though single readings can be large or run the other way; the % refers to the polarisation; also: potency is read from the fitted curve at half-maximal effect; % of control where 0% means no effect; many of its hits are not listed in these tables
ASM inhibitor = human S-ASM enzyme inhibition. 340,000 tested, 0.006% active. Potency, µM (top dose mostly 57.5 µM), without a hit: at the top dose activity change, negative = inhibition, most hits filed as inhibitors. P17405. placental ASM, HMU-PC fluorogenic substrate, 60 min. AID 504937; also: potency is read from the fitted curve at half-maximal effect
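Fluorogenic HMU-PC substrate (9 uM final) is turned over by placental ASM in 60 min at 37 C after a 10 min compound preincubation. Reaction ended by alkaline stop (pH 10), with fluorescence read at 386/447 nm.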
PKM2 activator = activators of human pyruvate kinase M2; P14618; purified PKM2, Kinase-Glo ATP luminescence, activation; response scale: 0% is enzyme alone, no compound; Potency, µM (doses to about 57.5 µM), without a hit: top-dose activation, hits mostly activators; 260,000 tested, 0.34% active; also: potency is read from the fitted curve at half-maximal effect; % is scaled to controls: 0 for no effect and ±100 for the full control effect; nearly all actives have a fitted effect of over 55% in size
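Purified hPK-M2 (>95% pure) converted ADP (0.1 mM final) to ATP with 0.5 mM PEP in 50 mM imidazole pH7.2, KCl, MgCl2, Tween 20, BSA; 1 h at room temperature. ATP detected by Kinase-Glo luminescence.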
Chronic BCR inh = blocks chronic active B-cell receptor signaling | Potency, µM (titrated, usually from 46.1 µM), for the others: at the top dose ratio change, negative = lower green/red ratio, most hits filed as inhibitors | 340,000 tested, 0.05% active | ABC-DLBCL IkBa-CBG/CBR reporter, luminescence ratio, 4 h; active = well fitted inhibition curve with a large enough effect in the signal ratio, with a control signal flat, not every such curve was filed as active; inconclusive = small, poorly fitted or top-dose-only effect, or effect the other way, or a change in a side signal; the % refers to the signal ratio;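 also: potency is read from the fitted curve at half-maximal effect; plate controls were basal doxycycline-induced cells for no effect and cells given 10 µM MG132 for full effect; MG132 reads +100%, hits lower the ratio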
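TMD8 ABC-DLBCL cells carrying doxycycline-inducible green luciferase fused to IkappaBalpha plus unfused red luciferase were exposed to compounds (up to 46 uM) for 4 hrs at 37C. Activity came from the overlap-corrected green/red luminescence ratio.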
a7 integrin act = activators of alpha7 integrin expression for muscular dystrophy | alpha7betagal myoblasts, beta-gal FDG fluorescence, 48 h | Potency, µM (highest dose often 38.3 µM), for inactives: top-dose activation, most hits filed as activators | 350,000 tested, 0.064% active | AID 624291;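 also: potency is read from the fitted curve at half-maximal effect; 100% = response of the positive control SU9516; nearly all actives have a fitted effect of over 60% in size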
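Alpha7betagal+/- myoblasts (passage 13) were plated 16-24 hr, then exposed to compounds (1:260 dilution of DMSO stock) for 48 hours at 37C. After MPER lysis, β-galactosidase reporter activity was read as FDG fluorescence (ex 480/em 540) after 30 minutes.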
GALK inh = blocks human galactokinase activity | AID 1868 | Potency, µM (titrated, usually from 57.5 µM), for the others: top-dose activity change, negative = inhibition, most hits filed as inhibitors | P51570 | 270,000 tested, 0.007% active | Purified GALK, Kinase-Glo residual ATP luminescence; also: potency is read from the fitted curve at half-maximal effect; % is scaled to controls: 0 for no effect and ±100 for the full control effect
Target sequence (P51570 whole entry, looked up): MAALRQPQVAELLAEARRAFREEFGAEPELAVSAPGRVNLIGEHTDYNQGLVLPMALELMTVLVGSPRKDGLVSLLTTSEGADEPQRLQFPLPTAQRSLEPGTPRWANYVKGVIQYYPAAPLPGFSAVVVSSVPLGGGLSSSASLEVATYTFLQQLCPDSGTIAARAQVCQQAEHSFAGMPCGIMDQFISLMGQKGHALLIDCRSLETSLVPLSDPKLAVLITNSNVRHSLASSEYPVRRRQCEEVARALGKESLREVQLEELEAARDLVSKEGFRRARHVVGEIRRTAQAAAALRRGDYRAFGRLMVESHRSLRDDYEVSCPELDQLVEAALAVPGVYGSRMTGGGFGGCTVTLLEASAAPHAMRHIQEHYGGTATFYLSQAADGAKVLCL
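The enzyme phosphorylates galactose (100 uM) using ATP (35 uM); inhibition is detected as higher residual ATP, quantified by bioluminescence after 1 h reaction at room temperature, pH 8.0.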
B2AR arrestin = recruits beta-arrestin to the human beta2-adrenergic receptor; 330,000 tested, 0.02% active; Potency, µM (doses to about 46.1 µM), without a hit: at the top dose activation, hits mostly activators; P07550; beta-arrestin recruitment to beta2AR, cell-based reporter;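 also: potency is read from the fitted curve at half-maximal effect; 0% = DMSO controls and full agonism = EC100 isoproterenol or metaproterenol; nearly all actives have a fitted effect of over 65% in size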
Target sequence (P07550 whole entry, looked up): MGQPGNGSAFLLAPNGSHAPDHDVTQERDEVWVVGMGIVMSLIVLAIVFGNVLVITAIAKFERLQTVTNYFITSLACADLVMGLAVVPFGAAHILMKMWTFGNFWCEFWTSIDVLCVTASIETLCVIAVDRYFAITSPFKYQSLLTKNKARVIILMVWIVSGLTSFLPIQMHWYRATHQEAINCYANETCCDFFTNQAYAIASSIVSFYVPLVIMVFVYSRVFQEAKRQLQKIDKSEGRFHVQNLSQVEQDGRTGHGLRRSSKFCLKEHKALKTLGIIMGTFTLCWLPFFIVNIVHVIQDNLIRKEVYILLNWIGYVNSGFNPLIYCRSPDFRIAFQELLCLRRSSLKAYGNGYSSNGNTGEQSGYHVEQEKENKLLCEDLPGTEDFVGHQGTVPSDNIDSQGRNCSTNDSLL
Giardia kill = Giardia lamblia killing. AID 540267. Giardia lamblia trophozoite viability. 340,000 tested, 0.15% active. activity change, % at 7.66 µM, hits read low; in the data active = activity change below about -80%; inconclusive = between about -30% and that limit;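 also: parasites exposed to compound for two days anaerobically before the ATP read; % is scaled to controls: 0 for no effect and ±100 for the full control effect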
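Compounds were tested on trophozoites seeded at 100 cells/well and held 48 hrs at 37 deg C anaerobically. An ATP-based luminescent kit measured the remaining live cells.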
Starred values were filed as active, the others as inactive; ? = inconclusive; nt = no result given; [ ] = another dose, or the depositor's remark. Unless noted, calls follow the shape of the dose curve; as a rule, active = well fitted curve in the direction sought with a large enough effect; inconclusive = small, poorly fitted or top-dose-only effect, or another doubt; inactive = no such curve, though single readings can be large; an effect the other way counts as inactive or inconclusive.

SMILES	FBPA coupling cs	TSG101-PTAP inh	Tb PFK block	Menin MLL FP TR	ASM inhibitor	PKM2 activator	Chronic BCR inh	a7 integrin act	GALK inh	B2AR arrestin	Giardia kill
Nc1ccc(S(=O)(=O)c2ccc(Cl)cc2)cc1	-2.6	-3.7%	-0.2%	?	2.8%	1.5%	-0.2%	24.3%	-0.4%	0.5%	1.8
NC(=O)c1ccsc1NC(=O)COC(=O)CNC(=O)c1cccc([N+](=O)[O-])c1	nt	-2.9%	-0.6%	nt	2.0%	nt	-6.9%	-24.8%	nt	0.3%	1.0
O=S(=O)(Nc1ncccn1)c1ccc(NC(=S)Nc2ccccc2)cc1	nt	-6.2%	-2.5%	nt	1.0%	-12.1%	-0.6%	-3.4%	5.0%	-0.2%	-13.2
S=C(NCc1cccnc1)Nc1ccc2c(c1)OCO2	4.5	0.7%	-1.8%	12.0%	2.5%	0.4%	8.4%	6.4%	3.9%	-0.6%	2.6
CCc1ccc(NC(=O)CC2C(=O)N(c3ccc(C)cc3)C(=O)N2C2CC2)cc1 (stereo not given)	-0.8	-3.8%	2.2%	18.9%	-0.5%	-2.7%	-0.7%	20.3%	8.8%	-0.1%	-12.0
O=C(O)c1ccc(NS(=O)(=O)/C=C/c2ccccc2)cc1O	19.5	nt	-0.8%	?	1.6%	-2.5%	7.0%	-7.7%	-0.5%	-0.4%	-9.1
O=C(CCN1C(=O)CSC1=O)Nc1ccc(Br)cc1	1.7	-4.1%	-1.7%	22.4%	-1.4%	4.4%	-8.0%	5.8%	-1.4%	-0.2%	-3.2
O=C(c1cc2ccccn2n1)N1CCCC1	-3.3	nt	1.3%	-0.1%	nt	-1.2%	-8.0%	nt	2.2%	-0.1%	nt
CCC(=O)Nc1cccc(NC(=O)CSc2nnc(C(C)C)n2CC)c1	-2.6	-1.7%	0.3%	0.5%	1.0%	-6.2%	-2.1%	5.0%	0.9%	-0.2%	14.3
COc1ccc2[nH]c(=O)c(CN(C(C)=O)c3ccc(C)cc3C)cc2c1	-2.9	3.0%	2.0%	-9.0%	19.4%	0.3%	-1.8%	-7.6%	-2.8%	-0.1%	8.0
Cc1ccc(-n2nc(C)c(C(C)(O)C(F)(F)F)c2N)cc1 (stereo not given)	3.3	-3.2%	0.1%	-1.3%	-0.8%	-2.2%	-1.0%	2.3%	0.8%	0.3%	6.7
CCCCC(=O)Nc1ccc(N2CCN(C(=O)c3ccco3)CC2)cc1	nt	0.2%	0.1%	nt	-1.9%	-4.2%	-0.5%	8.4%	-0.7%	-0.4%	-18.8
CC(C)(C)C(=O)Nc1cccc(-c2ncon2)c1	0.0	-3.5%	3.6%	nt	-3.9%	-1.9%	-20.1%	3.6%	0.0%	-0.1%	1.1
O=C(O)COc1ccc(Cl)cc1CO	4.5	-6.7%	1.4%	-2.5%	1.7%	-13.3%	4.4%	8.2%	-2.4%	-0.3%	2.5
CN(C)C1=NC[C@H](Cc2ccccc2)N1CCCC1CCCCC1	nt	-6.8%	-1.4%	nt	2.3%	nt	-10.0%	-41.3%	nt	0.2%	-15.1
Cc1cccc(NNC(N)=S)c1C	-4.4	-14.0%	-9.4%	-3.4%	0.8%	-5.3%	-13.8%	-14.0%	0.1%	-1.1%	6.9
O=C(CSCc1c(F)cccc1Cl)NCC1CCCO1 (stereo not given)	1.1	-1.3%	0.4%	-14.3%	6.3%	-7.6%	4.0%	-9.7%[7.66 µM]	-0.1%	-0.1%	-5.6
CC1(C)Cc2c(sc3nnn(Cc4ccccc4)c(=O)c23)CO1	0.3	0.1%	-0.1%	-14.3%	-0.8%	14.1%	0.5%	-15.7%	nt	-0.1%	-27.1
Oc1ccccc1C1=Nc2nc3ccccc3n2C(c2ccccc2)C1 (stereo not given)	-14.2	-1.1%	-15.1%	9.9%	-12.3%	-3.3%	?	-47.3%	-0.7%	2.8%	-7.8
CCc1ccc(NC(=O)CCn2c(=O)oc3ccccc32)cc1	-0.9	-3.0%	-5.8%	?	-11.0%	?	-3.5%	11.8%	-1.0%	-0.3%	9.2
CCc1ccc2oc(C(=O)Nc3cccnc3)c(C)c2c1	2.4	-5.9%	-1.6%	9.6%	-1.6%	-3.5%	-0.5%	15.7%	5.3%	-3.7%	-4.7
COc1ccc(Cc2cc(NCc3ccccc3)c3ncn(C(C)C)c3c2)cc1	nt	-6.9%	9.3%	nt	-24.4%	nt	?	3.8%	nt	0.1%	3.9
O=C(CCc1ccccc1)Nc1ccc2c(c1)OCO2	-0.4	0.8%	-1.3%	18.4%	4.7%	3.7%	?	37.1%	-5.1%	0.1%	18.5
CCOC(=O)C1=CC[C@H]2c3c(c4ccccc4n3C)C(=O)C1N2C	nt	-3.0%	0.9%	nt	2.3%	nt	-11.4%	10.9%	nt	0.0%	7.1
COc1ccc(CC(=O)NCc2n[nH]c(=S)n2-c2ccccc2OC)cc1	0.2	-0.4%	-6.2%	?	2.2%	-8.1%	?	28.4%	-1.2%	-0.1%	4.7
N#C/C(=C\c1cccnc1)c1ccccc1[N+](=O)[O-]	0.3	-4.0%	0.4%	3.4%	3.2%	3.1%	?	-22.6%	-2.9%	-0.3%	-10.5
O=C(O)c1cccc(-n2cccc2/C=C/[N+](=O)[O-])c1	-9.1	-7.7%	-21.2%	nt	3.3%	15.6%	?	-6.9%	3.6%	-0.3%	-17.0
CCn1nnnc1SCC(=O)Nc1ccc(OCc2ccccc2)cc1	-1.3	-0.3%	-0.4%	-8.3%	-0.1%	6.8%	25.7%	-7.5%	-0.4%	0.0%	-2.1
CCOc1cc(/C=N\NC(=O)c2ccc(NC(=O)C(C)(C)C)cc2)ccc1OC(=O)c1cccc(C)c1	-3.9	-1.2%	-1.0%	-11.4%	?	-0.4%	6.8%	-41.1%	-2.1%	0.2%	-12.2
Cc1ccc(C(=O)N2CCC(C(=O)NCc3ccco3)CC2)cc1	0.7	-3.1%	0.2%	nt	0.5%	nt	-0.4%	9.7%	-0.7%	0.4%	-17.7
Cn1c(SCc2nc(-c3ccc(Br)cc3)no2)nnc1-c1ccco1	0.1	-3.9%	1.7%	-10.2%	-0.2%	6.6%	?	-11.1%[7.66 µM]	2.7%	0.5%	-2.7
CSc1ccc(C(=O)C2CCCN(C(=O)Cc3nonc3C)C2)cc1 (stereo not given)	0.9	-5.9%	0.5%	1.7%	-1.8%	-26.2%	?	-26.1%	1.7%	0.1%	2.3
Cc1ccc(NC(=O)COc2coc(CN3CCc4ccccc43)cc2=O)cc1Cl	nt	3.4%	?	nt	-3.5%	nt	1.3%	0.0%	nt	-0.6%	3.2
CCOC(=O)c1c(NC(=O)CN2C(=O)NC3(CCC(C)CC3)C2=O)sc(C(=O)N(C)C)c1C (stereo not given)	nt	4.7%	-0.4%	nt	4.9%	nt	2.6%	-20.3%	nt	-0.7%	10.7
Cc1ccc(NC(=O)CN2C(=O)NC(C)(CC(C)C)C2=O)c(Br)c1 (stereo not given)	nt	-6.8%	-0.8%	nt	0.6%	nt	0.1%	-29.1%	nt	-0.2%	3.0
COc1cc(C2CC(=O)c3cnc(NC(=O)COc4ccccc4)nc3C2)cc(OC)c1OC (stereo not given)	2.0	-3.9%	-0.9%	2.0%	-3.3%	3.7%	1.2%	-24.5%	2.9%	-1.1%	-2.9
Brc1ccccc1OCCCN1CCCC1	-4.6	-5.4%	-17.3%	-0.8%	-0.5%	1.9%[11.5 µM]	-3.0%	?	4.2%	-0.6%	7.7
Cc1cccc(CN(C(=S)Nc2c(C)cccc2C)c2cccnc2)c1	6.4	-0.1%	-15.1%	-0.5%	1.7%	nt	-7.4%	-1.8%	-0.4%	0.2%	-4.9
COc1ccc2oc(=N)c(C(=O)Nc3ccc(F)cc3)cc2c1	6.1	-0.1%	-3.9%	-7.6%	60.1%[activator]	nt	6.9%	?	2.8%	0.1%	-25.5
CC(=O)N=c1sc(C(C)(C)C)c(C)n1C	1.7	-11.4%	-3.4%	-3.5%	4.5%	1.1%	0.3%	-8.8%	5.4%	0.1%	6.2
CC(C(=O)N1CCCCCC1)N(c1ccc(Cl)cc1)S(C)(=O)=O (stereo not given)	0.9	-1.8%	-3.8%	13.5%	0.3%	-12.1%	1.2%	21.4%	3.4%	-0.8%	-5.9
Nc1c(C(=O)c2ccccc2)oc2ccccc12	-1.9	-4.0%	-4.3%	7.4%	-7.4%	-1.9%	0.3%	-7.5%	0.9%	-0.2%	-5.9
CS(=O)(=O)N1CCN(c2ccc(NC(=O)COc3ccccc3)cc2)CC1	0.2	-5.7%	3.1%	19.6%	0.9%	1.2%	0.4%	19.9%	-1.8%	0.2%	-4.7
C=CCSc1nc2ccccc2c(=O)n1Cc1ccccc1	5.8	-6.4%	-3.6%	-11.0%	-7.7%	-14.9%	4.4%	1.6%	5.4%	0.0%	21.8

Not all compounds are listed (hit frequency here may not be typical).
